hERG rescue = hERG (human) protection from proarrhythmic block; Q12809; CHO-hERG, FluxOR thallium flux, dofetilide IC70 present; activation (rescue from dofetilide block), less the hit threshold, % at 10 µM; actives 0.51% (n = 310,000);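 active = activation above the mean of controls blocked by dofetilide plus 5 SD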;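 also: thallium influx through hERG after potassium depolarization seen as dye fluorescence rise; in these data hits start at about 4.7%; inactives centre near -7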
Dyrk1A ADPGlo = Dyrk1A (rat) kinase inhibition; inhibition, % at 12.5 µM; actives 0.43% (n = 310,000); ADP-Glo luminescence, NFATc1 peptide; in the data active = inhibition above about 50%;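 also: plate controls were vehicle with enzyme for no effect and no enzyme for full effect; many of its hits are not listed in these tables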
TRPC4 PAM = TRPC4 (mouse) allosteric potentiation | HEK293 TRPC4beta/mu-opioid, DAMGO EC20, Fluo-4 Ca2+ flux; stronger effect = higher value | B-score at 10 µM | actives 0.42% (n = 310,000) | AID 2227;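 active = B-score of calcium response area above 5 SD of library B-scores, with initial fluorescence ratio within 5 SD of library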;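 also: B-score of integrated fluorescence ratio over time as area under calcium response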
KCNK9 inh = inhibitors of human KCNK9 two-pore domain potassium channel. B-score at 10 µM. Q9NPC2. HEK293 KCNK9, FluxOR thallium flux fluorescence; stronger effect = lower value. actives 1.2% (n = 310,000);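 active = ratio B-score over 3 SD below the library mean, with starting fluorescence within 5 SD of its mean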;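 also: negative B-score means less thallium flux so channel inhibition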
Target sequence (Q9NPC2 whole entry, looked up, the tested form may be a part): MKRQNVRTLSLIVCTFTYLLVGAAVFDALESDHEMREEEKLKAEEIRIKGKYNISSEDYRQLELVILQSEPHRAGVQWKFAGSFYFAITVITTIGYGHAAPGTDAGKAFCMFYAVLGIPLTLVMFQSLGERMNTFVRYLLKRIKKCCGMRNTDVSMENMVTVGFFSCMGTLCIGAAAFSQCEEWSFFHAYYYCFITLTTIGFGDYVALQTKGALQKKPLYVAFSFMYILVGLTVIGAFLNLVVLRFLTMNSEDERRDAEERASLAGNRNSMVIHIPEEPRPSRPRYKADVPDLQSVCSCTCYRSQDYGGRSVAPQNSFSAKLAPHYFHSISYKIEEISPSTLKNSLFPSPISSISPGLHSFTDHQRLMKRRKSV
TRPC4 block = inhibitors of mouse TRPC4 channel. HEK293 TRPC4beta/mu-opioid, DAMGO-evoked Fluo4 calcium flux; stronger effect = lower value. AID 2247. B-score at 10 µM. actives 0.39% (n = 300,000);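 active = B-score over 3 SD under the library average, no early fluorescence shift, positive overall ratio signal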
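Material: HEK293 cells with stable TRPC4beta plus mu-opioid receptor expression; probe or stimulus: DAMGO in two steps, submaximal then maximal; technique: Fluo4 calcium fluorescence by kinetic imaging, 5 s 1 Hz baseline; measure: integrated fluorescence ratio relative to baseline, converted to per-well B score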
Platelet DG rel = platelet dense granule release activity; human platelet-rich plasma, SFLLRN dense granule ATP release, luminescence; inhibition, %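 (compounds screened at 7.5 µM in platelet-rich plasma)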; actives 0.22% (n = 300,000); AID 1663;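 active = mean replicate score, as percent of positive control, at or above 50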
KCNK3 block = human KCNK3 channel inhibition, primary screen | O14649 | CHO-KCNK3 thallium flux, FluxOR fluorescence; stronger effect = lower value | B-score at 10 µM | actives 0.84% (n = 340,000);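 active = B-score under library mean minus 4 SD, starting fluorescence ratio at most library mean plus 5 SD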;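 also: more negative B-score means stronger inhibition of thallium flux through KCNK3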
Target sequence (O14649 whole entry, looked up): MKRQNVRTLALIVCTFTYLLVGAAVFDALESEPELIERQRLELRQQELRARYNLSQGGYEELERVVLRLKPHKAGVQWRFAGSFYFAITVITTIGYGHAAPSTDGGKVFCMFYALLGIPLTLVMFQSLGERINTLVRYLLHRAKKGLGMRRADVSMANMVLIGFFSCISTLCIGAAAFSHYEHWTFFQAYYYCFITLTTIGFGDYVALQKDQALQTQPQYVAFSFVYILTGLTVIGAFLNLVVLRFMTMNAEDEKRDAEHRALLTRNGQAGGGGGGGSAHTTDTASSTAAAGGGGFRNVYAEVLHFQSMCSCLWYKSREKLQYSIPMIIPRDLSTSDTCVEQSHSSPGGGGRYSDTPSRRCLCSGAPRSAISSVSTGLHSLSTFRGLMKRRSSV
TRPC4 agonist = opens the mouse TRPC4 cation channel. Q9QUQ5. HEK293 TRPC4beta/mu-opioid, Fluo4 calcium fluorescence; stronger effect = higher value. B-score at 10 µM. actives 0.49% (n = 310,000);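 active = B-score above 5 SD of library B-scores, and initial fluorescence ratio not above library mean plus 5 SD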;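 also: positive B-score marks a calcium rise read as TRPC4 activation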
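System: HEK293 cells stably co-expressing mouse TRPC4beta and mu-opioid receptor; Schedule: Fluo4 dye loading 45 min at room temperature, 110 s recording; Detection: Fluo4 fluorescence, kinetic; Evaluation: B-scored integrated calcium fluorescence ratio; Controls: buffer (low) and maximal DAMGO (high).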
KCNQ1 block = blocks the human KCNQ1 potassium channel; AID 2642; actives 1.3% (n = 310,000); P51787; CHO-K1 KCNQ1, FluxOR thallium flux fluorescence; stronger effect = higher value; B-score at 10 µM;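 active = compounds whose thallium flux B-score, printed positive for inhibition, exceeds three library SD while starting fluorescence stays within three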;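 also: channel opened by potassium depolarization with thallium stimulus after 20 min compound exposure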
PolyA inh = blocks polyadenylation in yeast reporter cells; S. cerevisiae SKY197-pL101 polyadenylation reporter, beta-gal luminescence; efflux-impaired pdr1/pdr3 knockout yeast; score 100 = 6 SD above DMSO; calls only at 12 µM; actives 0.02% (n = 300,000); AID 1875;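 active = lowest replicate activity score at least 50, where 100 means six control SD above control mean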;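 also: yeast exposed to compound for 9 h at 30 °C; higher score means more reporter readthrough which indicates perturbed polyadenylation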
KCNQ1 pot = human KCNQ1 channel potentiation or activation | P51787 | CHO-K1 KCNQ1, thallium flux FluxOR fluorescence; stronger effect = higher value | B-score at 10 µM | actives 0.35% (n = 310,000);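 active = fluorescence ratio B-score, a plate-corrected score, at least three library SD, with initial intensity B-score within 5 SD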
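System: CHO-K1 cells stably expressing KCNQ1 / Medium: assay buffer for compound exposure, DMSO matched across wells / Reagent: thallium- and potassium-containing depolarizing buffer / Compound: one concentration, matched DMSO / Incubation: 20 min compound pretreatment at room temperature / Measured by: kinetic FluxOR fluorescence, 10 s baseline plus 110 s post-stimulus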
Active calls of the source: *; i = inactive; . = no result given. A portion of the library, so the mix of outcomes need not match the whole.

SMILES | hERG rescue | Dyrk1A ADPGlo | TRPC4 PAM | KCNK9 inh | TRPC4 block | Platelet DG rel | KCNK3 block | TRPC4 agonist | KCNQ1 block | PolyA inh | KCNQ1 pot
COc1cccc(-c2coc3c(C)c4oc(=O)c(CC(=O)O)c(C)c4cc23)c1 | -7 | -3 | i | i | i | -1 | i | i | i | i | i
COc1ccc(OC)c(NC(=O)c2ccc(NS(=O)(=O)c3c(C)noc3C)cc2)c1 | -2 | -8 | i | i | i | 4 | i | i | i | i | i
Cc1noc(C(=O)Nc2sc3c(c2C#N)CCC3)c1Cl | -11 | 2 | i | i | i | 24 | i | i | i | i | i
O=C(CCCNC(=O)/C(=C/c1ccc(F)cc1)NC(=O)c1ccccc1)OCc1ccccc1 | -2 | 2 | i | i | i | 0 | i | i | i | i | i
O=C(Nc1cc(S(=O)(=O)N2CCOCC2)ccc1-n1cncn1)c1ccc(Cl)cc1 | -14 | 29 | i | i | i | 14 | i | i | i | i | i
COc1cccc(NC(=S)NCc2ccco2)c1 | -7 | 3 | i | i | i | -3 | i | i | i | i | i
COc1ccc(-c2nn(-c3ccccc3)cc2C(=O)NC2CCCCC2C)cc1 (stereo unspecified) | -9 | 0 | i | i | i | 11 | i | i | i | i | i
CC(C)(C)OC(=O)N/N=C\c1ccc(OC(=O)c2cccs2)cc1 | -6 | 5 | i | i | i | 0 | i | i | i | i | i
CN(Cc1cccc(F)c1)C(=O)c1cc(=O)[nH]c2ccccc12 | -8 | -3 | i | i | i | 13 | i | i | i | . | i
O=C(NCc1ccccc1)C(=O)NCC1OCCCN1S(=O)(=O)c1cccs1 (stereo unspecified) | -4 | -4 | i | i | i | -11 | i | i | i | i | i
COc1cc(-c2c(C#N)c(N)nc(SCc3ccncc3)c2C#N)cc(OC)c1OC | -16 | 3 | i | -10* | i | 5 | i | i | i | i | i
CCN(CC(=O)Nc1c(F)cccc1F)C(=O)C1CC(=O)N(c2ccccc2OC)C1 (stereo unspecified) | -7 | -3 | i | i | i | -1 | i | i | i | i | i
CC(C)CCNC(=O)CCCC1=NS(=O)(=O)c2ccccc2N1 | -7 | 2 | i | i | i | -10 | i | i | i | i | i
CC(C)c1onc(C(=O)N2CCN(c3ccccc3)CC2)c1[N+](=O)[O-] | -5 | -2 | i | i | i | 0 | i | i | i | i | i
Cc1cc(OCCn2nc(C(=O)O)c3ccccc3c2=O)ccc1C(C)C | -9 | -1 | i | i | i | 4 | i | i | i | i | i
CC1CCCCN1CCNC(=O)CN1C(=O)COc2ccccc21 (stereo unspecified) | -1 | -2 | i | i | i | -2 | i | i | i | i | i
COc1ccc(-n2c(NC(=O)c3ccc(Br)o3)c(C#N)c3nc4ccccc4nc32)cc1 | -14 | . | i | i | i | -10 | . | i | 7* | i | i
CC1CC(=O)c2cnc(N)nc2C1 (stereo unspecified) | -6 | 3 | i | i | i | 0 | i | i | i | i | i
COC(=O)N/N=C(\C)c1cccc(C(F)(F)F)c1 | -5 | -2 | i | i | i | 0 | i | i | i | i | i
CCO[C@H]1OC(C(=O)NC2CC2)=C[C@@H](c2coc3ccccc3c2=O)[C@@H]1CCCO | -9 | 6 | i | i | i | -3 | i | i | i | i | i
O=C(Nc1ccc(Oc2ccc(Cl)cc2)cc1)c1ncn[nH]1 | -9 | -6 | i | i | i | 0 | i | i | i | i | i
CC(C)NC(=O)NC(=O)COC(=O)CCCSc1nc2ccccc2s1 | -4 | -4 | i | i | i | -3 | i | i | i | i | i
CCc1cccc(NC(=O)c2cc(OC)c(OC)c(OC)c2)c1 | -11 | 13 | i | i | i | 4 | i | i | i | i | i
O=c1[nH]c(/C=C/c2ccc([N+](=O)[O-])cc2)c([N+](=O)[O-])c(=O)[nH]1 | -9 | 6 | i | i | i | -2 | i | i | i | i | i
O=C1CN(C(=O)c2ccc(Br)o2)C(c2ccc(F)cc2)c2cc(F)ccc2N1 (stereo unspecified) | -9 | 0 | i | i | i | -5 | i | i | i | i | i
C[n+]1ccn(CC(=O)c2ccc(Br)cc2)c1 | -7 | -4 | i | i | i | 2 | i | i | i | i | i
COc1ccc(C2c3c(ccc4ccccc34)Oc3ncn4nc(Cc5ccccc5)nc4c32)cc1OC (stereo unspecified) | -3 | 0 | i | i | i | 3 | i | i | i | i | i
Cc1ccc(NC(=O)c2ccc3nsnc3c2)c(C)c1 | -8 | -2 | i | i | i | 0 | i | i | i | i | i
Cc1cc([N+](=O)[O-])nn1CCCC(=O)N1CCN(c2ccccc2)CC1 | -2 | 9 | i | i | i | -4 | i | i | i | i | i
Oc1c(C(Nc2nccs2)c2ccc(C(F)(F)F)cc2)ccc2cccnc12 (stereo unspecified) | -15 | -1 | i | i | i | 0 | i | i | i | i | i
CCn1c(=O)cc(OCC(=O)NCCCN2CC(C)CC(C)C2)c2ccccc21 (stereo unspecified) | -2 | 2 | i | i | i | -4 | i | 90* | i | i | i
COc1ccc(-c2oc3cccnc3c2C#CCO)cc1 | -6 | 4 | i | i | i | 10 | i | i | i | i | i
Cc1cc2n(n1)SC(Nc1cc(Cl)ccc1Cl)N2 (stereo unspecified) | -14 | 11 | i | i | i | -1 | i | i | i | i | i
N/C(=N\c1nc(CSc2ccccn2)cc(=O)[nH]1)Nc1ccc(Cl)cc1Cl | -10 | 3 | i | i | i | -3 | i | i | i | i | i
C=CCSC1=C(C#N)C(c2ccc(OCC)cc2)CC(=O)N1 (stereo unspecified) | -14 | 1 | i | i | i | 3 | i | i | i | i | i
Cc1ccc(OC(=O)C2CSC3(C)CCC(=O)N23)c(Br)c1 (stereo unspecified) | -7 | 1 | i | i | i | -5 | i | i | i | i | i
Cc1onc(-c2ccccc2)c1C(=O)Nc1ccc2c(c1)OCO2 | 0 | 14 | i | i | i | -12 | i | i | i | i | i
CCOc1ccc(-c2nc(N)ncc2Oc2cccc(OC)c2)c(O)c1 | -5 | 4 | i | i | i | 3 | i | i | i | i | i
CCCOc1ccc(C(=O)NNC(=S)NC(=O)c2cc(-c3ccccc3)nc3ccccc23)cc1 | -2 | -3 | i | i | i | 0 | i | i | i | i | 19*
N#CC(C#N)=NNc1ccc(S(=O)(=O)N2CCCC2)cc1 | -19 | 5 | i | i | i | 1 | i | i | i | i | i
CN(C(=O)COC(=O)CN1C(=O)c2ccccc2C1=O)c1c(N)n(Cc2ccccc2)c(=O)[nH]c1=O | -4 | . | i | i | i | 8 | i | i | i | i | i
Cc1cccc(C)c1NC(=O)C(=O)NCC1CCCN1S(=O)(=O)c1ccccc1 (stereo unspecified) | -18 | -2 | i | i | i | 14 | i | i | i | i | i
Cc1cc(N2CCCC2)nc(SCC(=O)c2ccccc2)n1 | -5 | 8 | i | i | i | 12 | i | i | i | i | i
NC(=O)C(=O)N/N=C/c1c[nH]c2ccc(Br)cc12 | -21 | 13 | i | i | i | 1 | i | i | i | i | i
COc1ccc(C(c2nnnn2CC2CCCO2)N2CCN(c3cccc(C)c3C)CC2)cc1 (stereo unspecified) | -6 | 2 | i | i | i | 7 | i | i | i | i | i
CCC(NC(=O)c1cc(COc2ccc(OC)cc2Cl)on1)c1ccncc1 (stereo unspecified) | -10 | 1 | i | i | i | 0 | i | i | i | i | i
O=C(Cc1ccccc1)N/N=C/c1cc(Br)cc(Br)c1O | -7 | 2 | i | i | i | -1 | i | i | i | i | i
COCCCNC(=O)c1cccc(C(=O)NCCCOC)c1 | -9 | 16 | i | i | i | -4 | i | i | i | i | i
Cc1ccc(C2=[N+]([O-])C3(CCCCC/C3=N\NC(N)=S)N(O)C2(C)C)o1 (stereo unspecified) | -6 | . | i | i | i | 0 | . | i | i | i | i
Cc1cc(C)c2c(N)c(C(=O)c3cccc(Cl)c3)sc2n1 | -10 | 2 | i | i | i | -17 | i | i | i | i | i
C/C(Cl)=C/CN1C(=O)C2C3C=CC(C3)C2C1=O (stereo unspecified) | -15 | -3 | i | i | i | -3 | i | i | i | i | i
Cc1cc(C)nc(SCc2ccc(C(=O)O)o2)n1 | -6 | 14 | i | i | i | 6 | i | i | i | i | i
Cc1ccc(SCCN2CCC(C)CCC2=O)cc1 (stereo unspecified) | -6 | 3 | i | i | i | 0 | i | i | i | i | i
CCOc1ccc(NC(=O)N(C2CCCCC2)C2CCN(C(C)=O)CC2)cc1 | -4 | -1 | i | i | i | -9 | i | i | i | i | i
CC(C)C(NC(=O)c1ccc(F)cc1)C(=O)NCC1CCCO1 (stereo unspecified) | -13 | 7 | i | i | i | 6 | i | i | i | i | i
CCOc1c(Nc2ccccc2O)c(=O)c1=O | -3 | 3 | i | i | i | 2 | i | i | i | i | i
CC(=O)Nc1cccc(C(=O)OC(C)C(=O)Nc2ccc(S(=O)(=O)N3CCCC3)cc2)c1 (stereo unspecified) | -17 | . | i | i | i | -3 | i | i | i | i | i
O=C(CSc1nccc(=O)[nH]1)N1c2ccccc2CCc2ccccc21 | -7 | -2 | i | i | i | 0 | i | i | i | i | i
C/C(Cl)=C/Cn1c(N2CCCC2)nc2c1c(=O)[nH]c(=O)n2C | -1 | -3 | i | i | i | 2 | i | i | i | i | i
CCOC(=O)CSc1nc(N(C)C)nc(N(C)C#N)n1 | -9 | 0 | i | i | i | -29 | i | i | i | i | i
Cc1ccc(CNC(=O)c2cn(C3CCCCC3)c(=O)c3c2c2ccccc2n3C)o1 | -8 | -1 | i | i | i | 2 | -9.4* | i | i | i | i
